Source: PubChem
Cardio protect – myocardial damage modulation in H9c2 cells; hit rate 0.63% among 360,000; H9c2 cardiomyocytes, H2O2 injury protection, ATPLite, 2 h; protection from H2O2 cell death, % at 20 µM;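 active = compounds giving at least 50% protection of heart cells from peroxide-induced death in the single-dose screen, raw or plate-pattern-corrected value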;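 note: 0% = DMSO wells with peroxide and 100% = DMSO wells without peroxide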
ABHD5-PLIN5 inh – blocks binding of human ABHD5 to perilipin-5. Q00G26+Q8WTS1. Split G. princeps luciferase complementation, luminescence, 4 h. inhibition, % at 4 µM. hit rate 0.78% among 360,000. AID 602281;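 active = inhibition above the mean inhibition across every tested compound plus 3 SD, cut at about 22% in these data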;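 note: 0% = DMSO only wells and the 100% control is not disclosed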
MC4R barr agon – agonists of human melanocortin 4 receptor (MC4R) beta-arrestin; AID 540308; U2OS MC4R beta-arrestin complementation, luminescence; percent of melanotan II response, DMSO zero; hit rate 0.98% among 360,000; activation, % at 8.9 µM;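 active = activation above a per-plate cutoff, the mean activation of sample wells on that plate plus 3 SD, cut at about 8% in these data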
N-glyco inh – N-linked glycosylation inhibition; D54 ERlucT glycosylation luciferase reporter, 24 h; percent of 100 nM tunicamycin response; reporter increase, % at 12.5 µM; hit rate 0.23% among 360,000;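 active = mean luciferase reporter signal, scaled so untreated is 0 and the glycosylation-blocking control 100, at or above a set limit in every replicate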;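 note: luciferase carries N-glycosylation sites so blocking glycosylation raises the light; 0% = median of neutral control wells and 100% = median of 100 nM tunicamycin wells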
ABCB6 inh 2 – inhibitors of human ABC transporter ABCB6; Q9NP58; K562-ABCB6 porphyrin accumulation, flow cytometry, 1 h; active compounds read low; fluorescence ratio to DMSO, % at 10 µM; hit rate 0.19% among 360,000;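 active = fluorescence ratio to DMSO below 75%, the collection mean minus 3 SD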;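 note: signal is porphyrin accumulated inside mitochondria; 100% equals median channel fluorescence of DMSO control wells; lower ratio means ABCB6 inhibition with less porphyrin fluorescence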
MC4R antag cAMP – blocks human MC4R cAMP signaling; MC4R-expressing cells, MTII-stimulated cAMP, LANCE TR-FRET; P32245; inhibition, % at 6.5 µM; AID 540295; hit rate 0.48% among 360,000;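 active = inhibition above its plate's cutoff, the mean of tested wells on that plate plus 3 SD, cut at about 29% in these data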;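 note: 0% = Melanotan II alone and 100% = Melanotan II plus saturating MCL0020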
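Material: U2OS-MC4R stable cell line | Reagent: Melanotan II challenge after compound preincubation | Doses: One concentration, 6.5 µM nominal | Incubation: 30-min compound preincubation, 1-h Melanotan II challenge, 1-h detection, room temperature | Signal: TR-FRET cAMP assay | Replicates: One well per compound, no replicates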
NOD2 RIPK2 PPI – NOD2-RIPK2 protein interaction inhibition; CHO BLA complementation NOD2-RIPK2, CCF4 ratio; inhibition, % at 4.98 µM; hit rate 0.38% among 360,000; AID 624267; in the data active = inhibition above about 21%;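 note: 0% = vehicle only and 100% = reference blocker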
TLR9-MyD88 inh – TLR9-MyD88 interaction inhibition | Q9NR96+Q99836 | inhibition, % at 4.98 µM | hit rate 0.21% among 340,000 | AID 504734 | CHO BLA complementation TLR9-MyD88, CCF4 FRET ratio;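 active = inhibition above the mean over all tested compounds plus 3 SD, cut at about 21% in these data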;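 note: 0% = DMSO only wells and 100% = clavulanate BLA inhibitor control wells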
Target sequence (Q99836 whole entry, looked up): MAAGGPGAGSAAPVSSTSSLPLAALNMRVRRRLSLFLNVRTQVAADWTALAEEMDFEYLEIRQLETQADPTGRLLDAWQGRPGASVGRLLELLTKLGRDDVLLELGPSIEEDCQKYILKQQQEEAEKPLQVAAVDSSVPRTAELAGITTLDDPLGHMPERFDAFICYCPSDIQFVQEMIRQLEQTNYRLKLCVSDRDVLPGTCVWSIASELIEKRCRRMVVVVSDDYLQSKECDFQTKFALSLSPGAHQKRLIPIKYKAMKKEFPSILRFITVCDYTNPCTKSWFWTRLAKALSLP
Target sequence (Q9NR96 whole entry, looked up): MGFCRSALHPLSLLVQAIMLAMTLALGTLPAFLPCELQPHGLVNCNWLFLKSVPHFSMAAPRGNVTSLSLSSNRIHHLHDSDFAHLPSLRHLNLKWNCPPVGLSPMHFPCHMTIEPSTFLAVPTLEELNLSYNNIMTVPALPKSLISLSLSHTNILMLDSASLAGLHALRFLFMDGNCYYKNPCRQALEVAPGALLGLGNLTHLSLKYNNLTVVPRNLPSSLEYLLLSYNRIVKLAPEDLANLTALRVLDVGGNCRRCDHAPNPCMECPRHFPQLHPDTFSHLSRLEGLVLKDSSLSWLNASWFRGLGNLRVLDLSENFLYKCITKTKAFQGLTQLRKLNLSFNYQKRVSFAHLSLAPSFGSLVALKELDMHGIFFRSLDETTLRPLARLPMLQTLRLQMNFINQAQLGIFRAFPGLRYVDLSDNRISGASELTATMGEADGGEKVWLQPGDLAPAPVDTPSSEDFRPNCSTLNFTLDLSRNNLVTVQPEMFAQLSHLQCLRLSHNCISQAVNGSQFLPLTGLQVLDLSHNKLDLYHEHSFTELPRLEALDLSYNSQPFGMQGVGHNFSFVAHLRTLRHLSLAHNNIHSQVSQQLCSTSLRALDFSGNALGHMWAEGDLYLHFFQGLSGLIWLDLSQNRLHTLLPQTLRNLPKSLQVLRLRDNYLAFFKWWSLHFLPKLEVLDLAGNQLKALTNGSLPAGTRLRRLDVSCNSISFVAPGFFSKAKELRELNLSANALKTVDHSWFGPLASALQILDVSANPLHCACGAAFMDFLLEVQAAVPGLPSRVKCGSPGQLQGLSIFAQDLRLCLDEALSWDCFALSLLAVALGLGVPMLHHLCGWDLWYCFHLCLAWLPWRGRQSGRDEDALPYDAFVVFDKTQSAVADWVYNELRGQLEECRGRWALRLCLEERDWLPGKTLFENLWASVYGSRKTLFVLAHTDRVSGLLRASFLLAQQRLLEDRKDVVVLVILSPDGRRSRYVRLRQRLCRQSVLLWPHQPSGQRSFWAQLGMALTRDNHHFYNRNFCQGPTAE
NCOA2 inhibitor – inhibits human steroid receptor coactivator 2; Q15596; inhibition, % at 9 µM; hit rate 0.17% among 370,000; HEK293 GAL4-SRC2 luciferase reporter, luminescence;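 active = inhibition above the mean inhibition of all tested compounds plus 3 SD, set per campaign, cut at about 52% in these data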;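 note: 0% = DMSO treated cells and 100% = cells given Gossypol at 36 µM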
m5-HT2A agonist – mouse HTR2A agonism via beta-arrestin recruitment. hit rate 0.66% among 360,000. P35363. activation, % at 7.6 µM. AID 624169. CHO-K1 mHTR2A beta-arrestin complementation, luminescence; percent of 30 µM serotonin response;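 active = activation above a run cutoff, the mean activation of all tested compounds plus 3 SD, cut at about 14% in these data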;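 note: 0% = plate median of compound wells and 100% = 30 µM serotonin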
* marks the source's active call; other numbers are inactive results; nt = not tested or not shown; & = joins results of further samples.

Order of values: Cardio protect	ABHD5-PLIN5 inh	MC4R barr agon	N-glyco inh	ABCB6 inh 2	MC4R antag cAMP	NOD2 RIPK2 PPI	TLR9-MyD88 inh	NCOA2 inhibitor	m5-HT2A agonist
CCOC(=O)C1CCN(C(=O)c2cccc(S(=O)(=O)N3CCCc4ccccc43)c2)CC1
  -1	-2	-3.8	2	95	9	12	-20	13	2
O=C(Cn1ccccc1=O)Nc1ccc(Cl)c(S(=O)(=O)N2CCCCC2)c1
  8	-14	4.2	-3	94	-3	-2	-3	16	4
S=C(NCc1cccnc1)Nc1cccc(Cl)c1
  2	6	-2.3	-1	94	4	-11	-5	-6	-2
Cc1ccc(C(C)C)c(OCCCN(C)Cc2ccccc2)c1
  -12	14	3.2	15	105	9	-7	-6	-28	-6
c1ccc(COc2ncnc3c2ncn3CCCNCc2ccc3c(c2)OCO3)cc1
  6	-7	3.1	-1	98	5	-7	-10	17	1
Cc1ccc(C)c(NC(=O)Cn2c([N+](=O)[O-])cnc2C)c1
  1	0	-0.4	1	99	-8	-4	5	-9	-2
CC1CCCN(CC(=O)Nc2ccc(S(=O)(=O)N3CCCCC3)cc2)C1 (centres undefined)
  0	-17	1.8	-6	101	13	5	-7	-15	-2
CC(=O)c1c(C)[nH]c(C(=O)Nc2cc(C)ccc2C)c1C
  8	5	-0.5	-1	100	6	-7	5	-6	-3
CCOc1ccccc1NC(=O)CN(C)S(=O)(=O)c1cccc2nsnc12
  5	-7	-2.2	0	95	0	6	-7	2	-1
CC(=O)N1CCN(C(=O)COC(=O)COc2ccc(C#N)cc2)CC1
  2	-3	-1.0	0	98	1	-7	6	-15	-8
COc1cccc(CNC(=O)CCC(=O)N2CCOCC2)c1
  7	2	1.3	1	96	-1	-4	-16	-10	2
CCCn1c(COc2ccc(C(=O)O)cc2)nc2ccccc21
  1	-3	-2.3	0	97	-4	6	6	-1	4
CCOc1cc(/C=C(\C#N)C(=O)Nc2ccccc2C(=O)O)ccc1OC(=O)c1ccc(C)cc1
  0	1	1.5	1	97	5	3	-10	7	-1
CCOc1ccc2nc(NC(NC(C)=O)(C(=O)OC)C(F)(F)F)sc2c1 (centres undefined)
  -2	-5	-1.6	1	100	2	2	-6	1	6
NC(=O)C1=C[C@@H](C2CCCCC2)C[C@@H](OCCCCO)O1
  4	0	-0.8	2	99	14	4	0	-3	5
NC(=O)c1ccccc1NC(=O)CSC1=NCCS1
  8	-20	-0.9	0	96	2	-2	3	-46	-5
CC(C)[C@H](NC(=O)N1c2ccccc2NC(=O)[C@@H]1C(C)C)C(=O)N[C@H](Cc1ccccc1)C(=O)O
  3	2	-1.0	0	93	0	-2	2	-3	1
COc1ccc(NC(=O)CS(=O)(=O)c2ccccc2Cl)cc1
  -2	-11	-1.0	0	100	13	-2	-7	-7	-3
CN(CC(=O)Nc1ccc(F)cc1)C(=O)COC(=O)/C=C/c1ccc(OC(F)F)cc1
  -4	2	-2.2	-2	93	5	3	-5	-8	4
CCOc1ccc(/C=N/NC(=O)c2ccccc2C)cc1CN1CC2CC(C1)c1cccc(=O)n1C2 (centres undefined)
  15	-1	1.6	-1	97	18	-5	-4	-11	-2
N#Cc1cc2cc3c(cc2nc1SCC(=O)OC1CCCCC1)OCO3
  -11	5	-0.9	1	89	3	0	3	-38	-1
CCCNC(=O)c1cc(C2CCCCN2C(=O)OCC(C)C)on1 (centres undefined)
  -1	1	-2.3	0	85	4	-2	nt	-2	3
Cc1noc(C)c1C(=O)OCC(=O)Nc1cccc(F)c1
  -2	7	0.8	2	99	7	1	-13	4	1
COc1ccc(N2CCN(C(=O)c3ccccc3NS(=O)(=O)c3ccccc3)CC2)cc1
  2	-3	-2.8	3	103	-3	-5	8	-24	8
C=CC[n+]1c(C)csc1Nc1ccc(C)cc1
  -2	1	-2.0	1	101	8	-6	-2	-9	0
CS(=O)(=O)c1ccc(C(=O)CN2C(=O)NC3(CCCc4ccccc43)C2=O)cc1 (centres undefined)
  1	-2	-0.1	0	93	7	1	0	-21	3
COC(=O)[C@@H]1C[C@H]2CC[C@H](O)C[C@H]2N1Cc1ccc(C(F)(F)F)cc1
  6	-10	-0.1	4	99	8	-3	-4	-10	-9
CSCC[C@H](NC(=O)c1cccc(S(=O)(=O)N2CCCCCC2)c1)c1nc2ccccc2[nH]1
  1	12	-2.2	-3	102	9	3	-4	1	-8
CC(C)N(Cc1cc2ccccc2[nH]c1=O)C(=O)C1CCCCC1
  4	-4	2.7	1	109	1	-4	2	-26	3
Cc1ccc(NS(=O)(=O)c2cc(NC(=O)c3cc4c(s3)CCCC4)ccc2C)c(C)c1
  -5	-12	-2.4	-6	98	16	-14	-4	-19	-3
CCOc1ccc(OC(=O)c2cccc(S(=O)(=O)N3CCN(C)CC3)c2)cc1
  -5	16	-1.5	1	105	1	-6	-1	-5	-2
COc1ccc(-c2csc(C(NC(C)=O)c3cccc(F)c3)n2)cn1 (centres undefined)
  -4	2	-0.3	0	106	19	3	nt	-1	1
COC(=O)c1cc(Cl)c(NC(=O)/C=C/c2ccc(Cl)cc2)cc1OC
  -10	1	0.8	4	99	-11	-1	8	-10	-1
CCOC(=O)C1(C(=O)OCC)C(C)CC(=O)N1c1ccccc1OC (centres undefined)
  -2	4	-0.9	4	103	0	-6	1	-1	0
Cc1ccccc1CN1C(=O)c2ccccc2Sc2ccc(C(=O)NCCN3CCOCC3)cc21
  4	-5	1.5	-2	106	24	6	-5	6	-8
COc1ccc(-c2cc3ccccc3[nH]2)cc1
  -8	-8	-1.3	-3	98	4	1	4	-74	-5
c1nc(SSc2ncnc3nc[nH]c23)c2[nH]cnc2n1
  0	-18	-1.4	106*	96	13	-1	-8	-326	0
CCCN(CCC)C(=O)Cn1c(=O)c2sccc2n2c(=S)sc(-c3ccccc3)c12
  9	-7	-1.0	-1	432	2	-1	-5	-4	-5
O=C(NCc1ccccn1)c1ccc(CS(=O)(=O)Cc2ccc(Cl)cc2)o1
  2	1	-1.8	0	100	3	-22	-1	-5	2
O=C(Oc1ccc(N(Cc2cccs2)C2=NS(=O)(=O)c3ccccc32)cc1)c1ccco1
  7	-4	-1.7	-3	98	2	-4	-4	22	1
O=C(NC(=S)NCCC1=CCCCC1)c1ccc(Br)o1
  -8	-10	0.1	-1	92	0	-6	0	-115	-2
CCOC(=O)C1(CCCc2ccccc2)CCN(Cc2cn(CC)nc2C)CC1
  -15	1	0.3	-5	107	3	-5	-1	17	-3
COc1cccc(-c2cc(C(=O)Nc3ccncc3)c3ccccc3n2)c1
  5	5	6.3	1	91	-3	2	-8	17	10
CC1(C(=O)Nc2ccc(Cl)c(C(F)(F)F)c2)Cc2c(-c3ccccc3)ccnc2O1 (centres undefined)
  -12	-11	-0.3	1	94	-2	20	nt	11	-1
COc1cc(NC(=O)CSCC(=O)N(C)C2CCCCC2)cc(OC)c1
  0	0	-2.6	4	100	12	-5	4	-3	-2
O=C(OCC1CC(c2ccccn2)=NO1)c1ccc(Br)cc1 (centres undefined)
  -7	-5	-0.4	1	95	0	-1	-8	-26	1
O=C1OC(CC(=O)N(Cc2nnc(-c3ccc(Cl)cc3)o2)C2CC2)c2ccccc21 (centres undefined)
  1	3	1.4	2	106	17	-5	-12	13	-4
CN(CCCC(=O)N1CCN(c2ncccn2)CC1)S(=O)(=O)c1ccc(F)cc1
  -5	-3	-2.8	1	90	12	-8	-12	-18	11
CC1(C)CC(=O)C=C(NCCN2CCN(C(=O)Nc3ccc(Cl)cc3)CC2)C1
  22	0	-1.7	0	101	0	-6	-10	-8	0
CC1CCN(C(=O)c2[nH]cnc2C(=O)NCCCCCNC(=O)OC(C)(C)C)CC1
  4	-10	-1.4	0	93	2	7	8	-14	-2

Additional records.
Order of values: Cardio protect	ABHD5-PLIN5 inh	MC4R barr agon	N-glyco inh	ABCB6 inh 2	MC4R antag cAMP	NOD2 RIPK2 PPI	TLR9-MyD88 inh	NCOA2 inhibitor	m5-HT2A agonist
CC(C)C[C@H](NC(=O)c1nc[nH]c1C(=O)N[C@@H](CC(C)C)C(=O)OCc1ccccc1)C(=O)OCc1ccccc1
  -13	-3	-1.1	-1	92	-1	4	0	-14	8
O=C(CNC(=O)c1ccccc1F)OC(C(=O)Nc1cc(C(F)(F)F)ccc1Cl)c1ccccc1 (centres undefined)
  -9	-3	-2.2	-8	94	0	-3	1	4	-3
Cc1ccc(C(=O)Nc2ccccc2C(=O)N2CCCCCC2)cc1
  0	-3	-0.9	0	102	5	-7	-5	-15	0
Cc1ccc(NC(=S)N(CCCN(C)C)Cc2cc3cc4c(cc3[nH]c2=O)OCO4)c(C)c1
  -2	2	-2.2	2	96	1	-5	-8	-1	0
CCNC(=O)COc1ccc(CC)cc1
  4	-7	-1.8	0	101	-3	-4	2	-23	-2
CCc1ccccc1N(CC(=O)NCc1ccco1)C(=O)CCC(=O)Nc1ccccn1
  1	-15	4.1	0	100	31*	-7	0	-4	2
O=C(NCCCNC(=O)c1ccc(Cl)cc1Cl)c1ccccn1
  -5	4	-2.9	-1	88	1	3	-3	-37	-2
CCn1c(=O)c(-[n+]2ccccc2)c(O)c2ccccc21
  -2	-7	-1.8	2	93	14	-8	9	-5	-1
CCN(CC)c1ccc(/C=N/OCC(=O)N2CCCc3ccccc32)cc1
  -7	-3	1.8	4	97	0	2	2	11	-4
CC(C)(C)S(=O)(=O)N1C[C@H]2CC/C=C\C/C(c3ccccc3)=C\2[C@@H]1CCO
  -2	-6	-0.4	38*	101	7	-5	-4	8	5
COC(=O)c1sccc1NC(=O)c1c(Cl)cccc1Cl
  3	4	-0.1	-1	93	11	-8	8	-6	-2
O=C(C[n+]1ccccc1)N/N=C/c1cc(Br)ccc1O
  12	1	-1.7	2	98	8	-5	-3	4	-14
O=S1(=O)N=C(N2CCN(Cc3ccccc3)CC2)c2ccccc21
  11	3	0.8	0	94	1	-3	0	-10	3
CC(C)(C)CN1C(N)=NC[C@@H]1Cc1ccc(O)cc1
  -1	-1	0.2	0	98	2	-11	-5	-17	2
CCN(CC(=O)NC1CCCC1)S(=O)(=O)c1ccc(F)cc1
  5	-2	-1.4	2	98	15	-3	3	3	-1
CCN1CCN(Cc2ccc(NC(=O)c3ccc(C)c(NC(=O)C4=NN(c5ccccc5)C(=O)C4)c3)cc2C(F)(F)F)CC1
  -9&-1	-4&-3	-2.4&-2.1	-4&-1	100&95	-2&3	3&5	-7&5	-8&6	-3&3
CN1CCCC1CCNc1ccc2sc3ccccc3c(=O)c2c1 (centres undefined)
  5	14	0.5	-4	272	1	19	13	-50	-7
CCc1nnc(NC(=O)CSc2nnc(-c3cccnc3)n2CCc2ccccc2)s1
  8	5	0.0	1	100	7	4	-9	13	0
Cc1cnc(C(=O)N2CCN(S(=O)(=O)c3ccc4ccccc4c3)CC2)cn1
  -9	-5	-0.2	-1	91	1	3	-6	5	2

This is a subset, so the mix of outcomes need not match the whole.
